Assay outcomes as filed in PubChem.
E coli Lon inh – inhibitors of E. coli Lon protease | P0A9M0 | purified E. coli Lon protease, fluorescence polarization | inhibition, % at 7.94 µM | 360,000 compounds, 0.42% hits; in the data active = inhibition above about 13%, passing the limit was not always enough;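 also: 0% = enzyme with probe and DMSO and 100% = no enzyme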
MsrA act – bovine methionine sulfoxide reductase A activation; AID 602163; activation, % at 10.6 µM; purified bovine MsrA, absorbance read-out; 360,000 compounds, 0.3% hits; in the data active = activation above about 7.5%;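 also: 0% = vehicle and 100% = reference activator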
FAS TE block – FAS thioesterase (human) inhibition | recombinant FAS-TE, OMFH fluorogenic substrate, fluorescence endpoint | inhibition, % at 15 µM | 360,000 compounds, 0.67% hits | P49327;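 active = compounds whose normalised, plate-corrected inhibition of enzyme fluorescence in the single-dose primary screen is 50% or more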;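 also: 0% = DMSO with enzyme and 100% = substrate without enzyme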
Tb MetRS inh – Trypanosoma brucei MetRS inhibition; purified T. brucei MetRS, ATP depletion, Kinase-Glo luminescence; inhibition, % at 11.9 µM; 360,000 compounds, 0.4% hits; AID 624268;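 active = inhibition above a per-plate cutoff of the control wells' mean inhibition plus 3 SD, cut at about 5.5% in these data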;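 also: 0% = DMSO wells median and 100% = median of wells with control inhibitor compound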
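Test system: purified T. brucei MetRS enzyme. Also added: ATP, methionine and E. coli bulk tRNA substrates. Compound: 11.9 µM single point. Schedule: 15 min enzyme-compound preincubation, 2 h reaction, 10 min detection, 25 °C. Signal: luciferase luminescence of residual ATP, Kinase-Glo. Evaluation: percent inhibition versus plate control medians. Controls: DMSO wells, low control.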
Rin1 Abl inh – inhibitors of human Rin1-Abl protein interaction; 360,000 compounds, 0.4% hits; AID 588664; P00519+Q13671; TR-FRET Rin1/Abl binding, biochemical; inhibition, % at 7.35 µM; in the data active = inhibition above about 5%, passing the limit was not always enough
Neddylation inh – blocks human cullin neddylation; AID 651699; 360,000 compounds, 0.58% hits; P61081+Q13564; calls only at 25 µM; TR-FRET cullin neddylation, biochemical; in the data active = inhibition above about 36%
Target sequence (P61081 whole entry, looked up): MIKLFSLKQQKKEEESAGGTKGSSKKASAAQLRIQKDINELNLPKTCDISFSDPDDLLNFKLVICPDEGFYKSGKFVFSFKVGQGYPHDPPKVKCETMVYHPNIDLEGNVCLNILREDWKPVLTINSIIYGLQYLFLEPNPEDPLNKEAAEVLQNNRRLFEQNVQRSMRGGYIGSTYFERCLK
Target sequence (Q13564 whole entry, looked up): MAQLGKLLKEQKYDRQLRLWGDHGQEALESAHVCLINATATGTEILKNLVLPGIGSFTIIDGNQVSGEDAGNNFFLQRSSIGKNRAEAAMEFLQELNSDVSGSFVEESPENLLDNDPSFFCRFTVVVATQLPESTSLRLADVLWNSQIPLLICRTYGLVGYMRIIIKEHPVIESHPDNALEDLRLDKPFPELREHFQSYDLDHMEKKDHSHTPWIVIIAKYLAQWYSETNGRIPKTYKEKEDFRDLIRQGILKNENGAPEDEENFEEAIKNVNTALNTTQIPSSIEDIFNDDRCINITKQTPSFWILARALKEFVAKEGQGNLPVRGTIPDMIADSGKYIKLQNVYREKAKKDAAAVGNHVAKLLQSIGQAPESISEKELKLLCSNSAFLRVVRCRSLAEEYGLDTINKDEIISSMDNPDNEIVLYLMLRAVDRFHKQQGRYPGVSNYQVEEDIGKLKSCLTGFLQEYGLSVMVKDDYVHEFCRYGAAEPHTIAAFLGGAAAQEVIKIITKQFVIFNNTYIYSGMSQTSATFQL
MsrA inh – bovine MsrA inhibition; 360,000 compounds, 0.75% hits; purified bovine MsrA, absorbance read-out; inhibition, % at 15.5 µM; in the data active = inhibition above about 4.5%;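 also: 0% = vehicle wells with enzyme and 100% = reference inhibitor wells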
MLLE-PAM2 inh – inhibitors of microRNA-mediated deadenylation, human PABP1 MLLE binding; P11940; GST-MLLE / FITC-PAM2 fluorescence polarization; inhibition, % at 20 µM; 360,000 compounds, 0.36% hits; AID 588489; in the data active = inhibition above about 35%, passing the limit was not always enough;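 also: plate controls were DMSO wells with GST-MLLE for no effect and wells lacking GST-MLLE protein for full effect; some results filed as inactive read as strong as hits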
CSN inh – inhibitors of human CSN-mediated cullin deneddylation; Purified CSN, SCF-Nedd8-OG deneddylation, fluorescence polarization; AID 651999; inhibition, % at 12.5 µM; 360,000 compounds, 0.38% hits;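 active = pattern-corrected inhibition above about 35%, with an unprinted fluorescence ratio check between 0.5 and 1.5, limit read from the data, passing the limit was not always enough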;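 also: 0% = enzyme with substrate and 100% = substrate without enzyme; some results filed as inactive read as strong as hits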
Target sequence (Q92905 whole entry, looked up, one chain of several): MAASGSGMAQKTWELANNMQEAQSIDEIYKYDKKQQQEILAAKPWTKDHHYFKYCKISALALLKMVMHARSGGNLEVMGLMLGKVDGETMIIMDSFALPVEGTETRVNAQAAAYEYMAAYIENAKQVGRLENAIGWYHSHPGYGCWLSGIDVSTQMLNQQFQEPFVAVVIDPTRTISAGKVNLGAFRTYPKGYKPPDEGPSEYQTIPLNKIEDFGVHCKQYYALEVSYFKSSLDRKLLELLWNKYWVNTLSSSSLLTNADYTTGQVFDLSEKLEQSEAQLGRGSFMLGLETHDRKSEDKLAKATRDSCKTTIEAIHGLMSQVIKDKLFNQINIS
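Assay system: purified human Csn5 enzyme expressed in HEK293T cells; measure: % inhibition; also added: SCFSkp2-Nedd8OG substrate at 10 nM final; technique: fluorescence polarization; times: reaction 90 min, room temperature; medium: Tris buffer pH 7.5, NaCl, DTT, Tween-20, trehalose, ovalbumin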
An asterisk follows results filed as active; i = inactive; . = not tested or not shown; & = joins results of further samples. An unsorted share of the library; about 4% have a hit in one of these screens.

SMILES	E coli Lon inh	MsrA act	FAS TE block	Tb MetRS inh	Rin1 Abl inh	Neddylation inh	MsrA inh	MLLE-PAM2 inh	CSN inh
O=C(COC(=O)C1CC1)Nc1ccccc1Sc1ccccc1	-8	5	8	-0.6	-2	i	-0.7	-10	-1
C[C@H](NC(=O)c1nc[nH]c1C(=O)N[C@@H](Cc1ccccc1)C(=O)OCc1ccccc1)C(=O)OC(C)(C)C	6	2	28	-0.3	2	i	-0.2	-8	-5
CN1CCC(N(C)C(=S)NCCc2ccccc2)CC1	-10	-3	-3	-0.5	2	i	2.0	-59	1
COc1ccc(CNC(=O)O[C@]23C[C@H]4C(=O)N(c5ccccc5)C(=O)[C@H]4C[C@@]2(O)CN(S(=O)(=O)c2ccc(C)cc2)C3)cc1OC	9	-1	2	-0.8	-5	i	-0.1	14	1
Cc1ccccc1NC(=O)CNc1ccc(Cl)c(C(F)(F)F)c1	-1	-4	9	-0.5	1	i	1.4	5	-8
CN1CCN(S(=O)(=O)c2cccc(C(=O)Nc3sccc3C(N)=O)c2)CC1	-22	1	-7	0.2	1	i	0.5	-57	-1
COC(=O)[C@@H]1C[C@@]2(O)[C@@H](O)[C@@H](O)[C@@H](O)C[C@H]2N1CC(c1ccccc1)c1ccccc1	-7	-2	-10	-0.2	1	i	0.1	3	-2
Cc1c(CC(=O)O)c(=O)oc2cc(OCc3nn[nH]n3)ccc12	-8	-2	-5	-0.9	5	.	2.0	-12	-6
OCCCCNCc1ccc(OCc2ccccc2Cl)cc1	-1	-1	-8	-0.4	3	i	0.5	-12	-1
COc1ccc(C)cc1S(=O)(=O)N(CC(=O)N1CCCC1)c1ccc(C)cc1	2	-3	-1	-0.2	4	i	-1.1	-5	0
CCCC(O)(c1ccc(CC)cc1)C(CN1CCOCC1)c1ccccc1 (stereo not drawn)	1	0	11	-0.8	7	i	-0.8	-8	4
COc1cccc(NC(=O)C(OC(=O)c2cnc(C)cn2)c2ccccc2)c1 (stereo not drawn)	-11	-4	-5	-0.4	3	i	-0.8	-43	6
CC1CCN(S(=O)(=O)c2ccc(C(=O)NCc3cccnc3)cc2)CC1	3	0	-5	-0.6	-1	i	1.0	5	-9
CC(C)C[C@H]1CN([C@@H](Cc2ccccc2)CN2CCC[C@@H]2CN2C(=O)C(=O)NC[C@@H]2Cc2ccccc2)C(=O)C(=O)N1CCc1ccccc1	4	-2	18	-0.5	4	i	1.6	-16	-4
Cc1[nH]c(=O)[nH]c(=O)c1Cc1cccc2ccccc12	-4	-1	-8	0.1	1	i	0.3	3	1
COc1ccc(C(=O)Nc2ccccc2[N+](=O)[O-])cc1S(=O)(=O)N1CCOCC1	-2	-2	-2	0.8	0	i	2.0	-2	1
COc1ccc(/C=N/N=C/c2ccc(OC)c(O)c2)cc1O	-2	-5	-2	-0.9	1	i	7.1*	-9	-1
CCOc1ccc(NC(=O)COc2cccc3c2CCN(Cc2cccnc2)C3=O)cc1	-7	-1	-2	-0.4	3	i	-1.1	-3	-4
CC(C)CCNC(=O)c1c(CSc2ccc(Cl)cc2)noc1C(=O)NCc1ccccc1	-4	-3	13	-0.3	0	i	-1.0	2	0
CC(O)CNCc1cccc2ccccc12 (stereo not drawn)	-21	-3	-8	-0.5	2	i	-1.3	12	3

Grouped by structure: the entries above with an aryl thioether with sulfur outside any ring.
SMILES	E coli Lon inh	MsrA act	FAS TE block	Tb MetRS inh	Rin1 Abl inh	Neddylation inh	MsrA inh	MLLE-PAM2 inh	CSN inh
O=C(COC(=O)C1CC1)Nc1ccccc1Sc1ccccc1	-8	5	8	-0.6	-2	i	-0.7	-10	-1
CC(C)CCNC(=O)c1c(CSc2ccc(Cl)cc2)noc1C(=O)NCc1ccccc1	-4	-3	13	-0.3	0	i	-1.0	2	0

The listing picks up with the 2 entries that preceded the break.
SMILES	E coli Lon inh	MsrA act	FAS TE block	Tb MetRS inh	Rin1 Abl inh	Neddylation inh	MsrA inh	MLLE-PAM2 inh	CSN inh
CC(C)CCNC(=O)c1c(CSc2ccc(Cl)cc2)noc1C(=O)NCc1ccccc1	-4	-3	13	-0.3	0	i	-1.0	2	0
CC(O)CNCc1cccc2ccccc12 (stereo not drawn)	-21	-3	-8	-0.5	2	i	-1.3	12	3
CCN(CC(=O)Nc1ccccc1OC)C(=O)CN1C(=O)NC(C)(c2ccc3ccccc3c2)C1=O (stereo not drawn)	8	1	2	-0.3	1	i	-1.1	-13	3
COc1ccc(C)cc1N(CC(=O)Nc1ccc(S(=O)(=O)N2CCOCC2)cc1)S(C)(=O)=O	8	-2	3	-0.1	2	i	-0.8	9	7
Cc1nc(C(F)(F)F)ccc1C(=O)N1CCC1(C)C(=O)Nc1ccc2c(c1)OCO2 (stereo not drawn)	12	-3	-2	-0.1	2	i	-1.0	-1	-1
COc1ccc(C(=O)NCc2nnc(SCC(=O)c3ccccc3)n2C)cc1OC	5	-1	-6	-0.5	-3	i	-1.5	22	2
CCc1nn(C(C)C(=O)NCCN2CCCCCC2)c(=O)c2cc3occc3n12 (stereo not drawn)	-3	-1	-3	-0.6	-4	i	-0.2	14	4
CC1(C)Cc2c(sc3ncnc(NNC(=S)NCc4ccccc4)c23)CO1	3	6	23	-0.2	1	i	-0.1	10	-2
Cc1ccc(S(=O)(=O)N2CCSCCSCCSCCSCC2)cc1	2	1	29	-0.4	3	i	0.0	-14	2
O=C(Cn1cc2c(n1)CCCC2)NCc1cccnc1	-5	0	-9	-0.4	3	i	0.3	9	-5
Cc1cc([N+](=O)[O-])cc(/C=N\NC(=O)C2COc3ccccc3O2)c1O (stereo not drawn)	6	-2	40	0.1	-2	i	0.6	-5	1
CCCn1c(C)cc(C(=O)COC(=O)c2cc(S(=O)(=O)NCC(C)C)c(Cl)cc2Cl)c1C	9	-2	22	-0.8	1	i	0.6	1	-3
COc1ccc(CN2C(=O)C(C)S/C2=N/N=C/c2ccco2)cc1 (stereo not drawn)	-8	-1	18	-0.1	4	i	2.6	0	-1
CC(C)NC(=S)N1CCN(S(C)(=O)=O)CC1	9	-3	-14	-0.7	0	i	0.5	-81	-11
COc1ccc(C(C)=O)cc1COC(=O)c1ccc(C)c(S(=O)(=O)N2CCOCC2)c1	5	-2	24	-0.8	1	i	0.6	-9	-1
Cc1cccc(OCCCC(=O)N2CCCCCC2)c1C	-9	-3	3	-0.1	2	i	-0.2	5	4
CCOC(=O)C1=C(C)NC(=O)NC1/C(C)=C/c1ccccc1 (stereo not drawn)	-5	-11	-5	-1.1	0	i	-1.1	4	6
CN(CC(=O)Nc1c(Cl)cccc1Cl)C(=O)c1cc(-c2cccs2)nn1-c1ccccc1	1	-3	15	-0.6	-5	i	1.0	3	0
COc1cc(NC(=O)Cc2cccs2)cc(OC)c1	4	-4	1	0.1	-4	i	-0.8	10	14
COc1ccccc1NC(=S)N(Cc1ccccc1)Cc1cccnc1	6	1	2	0.2	-2	i	0.5	-32	-6
COc1cc(Cl)ccc1NC(=S)N(CCN1CCOCC1)C1CCN(C(C)=O)CC1	0	-3	-6	-0.3	-3	i	1.6	-14	-1
CCCCOc1ccc(C(=O)NC(=S)Nc2ccc(CN3CCOCC3)cc2)cc1	2	-3	-8	0.0	3	i	-0.7	25	2

Part of the list above with just Rin1 Abl inh.
SMILES	Rin1 Abl inh
CCCn1c(C)cc(C(=O)COC(=O)c2cc(S(=O)(=O)NCC(C)C)c(Cl)cc2Cl)c1C	1
COc1ccc(CN2C(=O)C(C)S/C2=N/N=C/c2ccco2)cc1 (stereo not drawn)	4

Following part.
SMILES	E coli Lon inh	MsrA act	FAS TE block	Tb MetRS inh	Rin1 Abl inh	Neddylation inh	MsrA inh	MLLE-PAM2 inh	CSN inh
Fc1ccc(-n2cc(-c3ccccc3)c3c(N4CCOCC4)ncnc32)cc1	-8	-1	26	-0.7	-4	i	-0.5	6	-2
Cc1ccc(N(CC(=O)Nc2cc(C)ccc2C)S(C)(=O)=O)cc1	-1	-3	-2	-0.1	3	i	1.0	17	-1
CC(C)=C(NC(=O)c1ccccc1)C(=O)NCCc1nc2ccccc2[nH]1	-1	-2	-5	-0.1	1	i	0.8	0	2
CCCCC[C@@H]1C=C(C(=O)O)[C@H](c2ccc(C#N)cc2)N1S(=O)(=O)c1ccc(C)cc1	3	-1	6	-0.8	-1	i	2.6	2	2
CCOC(=O)C1CCCN(C(=O)c2ccccc2NC(=O)C2=C(C)OCCS2)C1 (stereo not drawn)	-12	-1	-1	0.2	5	i	1.2	6	3
Cc1cc(C)n2c(SCC(=O)Nc3ccccc3)nnc2n1	-9	-6	-5	-0.5	4	i	-1.2	0	1
O=C(CCCNC(=O)c1ccc(Cl)cc1)Nc1cccc(S(=O)(=O)N2CCCCC2)c1	5	-3	9	-0.1	-2	i	0.8	-4	5
CCOC(=O)c1cnc(SCC(=O)N2CCN(c3ccccc3)CC2)nc1N	0	-11	-5	-1.8	0	i	-0.7	6	-2
O=C(COC(=O)CNC(=O)c1ccccc1F)NCCC1=CCCCC1	4	-11	-14	-1.1	-3	i	1.3	-8	2
CCn1c(N2CCC(C)CC2)nc2c1c(=O)n(C)c(=O)n2C	-9	-1	1	-0.2	2	i	-0.8	-4	4
Cc1cccc(N(C(=O)Cc2cccs2)C(C(=O)NC2CCCC2)c2ccncc2)c1 (stereo not drawn)	-3	-2	1	-0.4	2	i	-0.3	-1	-5
CSCC(C)N1CCC(n2nccc2NC(=O)c2ccc3c(c2)OCO3)CC1 (stereo not drawn)	5	-9	-4	-0.8	-1	i	0.5	19	-6
COc1ccc(-c2[nH][nH]c(=O)c2NC(=O)c2ccccn2)cc1	-6	-10	-6	-0.8	4	i	0.5	12	2
CCOc1ccc(C2C(C(=O)c3ccc(C)o3)=C(O)C(=O)N2c2nc(C)c(C(=O)OC)s2)cc1 (stereo not drawn)	-47	-8	22	-0.5	-1	i	1.4	-84	21
O=C(CSCc1ccccc1)NCc1ccc2c(c1)OCO2	-1	-13	-9	-1.3	4	i	0.4	27	-2
CC(=O)NC(CC(=O)OC(C)C(=O)Nc1ccc(Cl)cn1)c1ccccc1 (stereo not drawn)	-12	-1	-4	-0.3	-1	i	0.9	-1	-1
C=CCN(C(=O)c1csnn1)C(C(=O)NC1CCCC1)c1ccc(F)cc1 (stereo not drawn)	12	-2	-2	-0.3	3	i	-1.3	6	5
CC(=O)N1c2ccc(S(=O)(=O)N3CCCC(C(=O)Nc4cc(C)cc(C)c4)C3)cc2CC1C (stereo not drawn)	-5	-8	10	-0.8	-1	i	0.2	-16	5
O=C(NCCN1CCOCC1)c1c(Cl)cccc1Cl	-3	0	-5	-1.0	-1	i	-1.0	-9	5
CC1(C)CC2(C)OCCN2C(=S)N1 (stereo not drawn)	-3&-9	-3&-5	-6&-8	0.0&0.1	0&0	i	-0.5&0.7	-76&-52	-2&-1
Cc1cc(C(=O)N/N=C2/CC(C)CC(C)(C)C2)c(C)o1 (stereo not drawn)	0	-3	-1	-0.1	5	i	-1.4	-3	5
CCO[C@H]1OC(C(=O)N2CCN(Cc3ccccc3)CC2)=C[C@@H](C)[C@@H]1CCCO	28*	-2	-5	-0.2	3	i	-0.3	-6	-1
COc1ccccc1CNC(=O)c1ccc(Cl)c(S(=O)(=O)N2CCCC2)c1	1	-2	10	-0.8	-2	i	-1.2	0	-1
COc1ccc(-c2cc(C(=O)OCC(=O)N(C)C3CCS(=O)(=O)C3)c3ccccc3n2)cc1OC (stereo not drawn)	-4	-12	0	-0.7	-1	i	1.2	-32	0
CCc1cccc(CC)c1NC(=O)CO/N=C(\N)CC(=O)NC1CCCCC1	-8	2	-8	-0.3	1	i	1.4	-10	6
